Compound activity: PubChem BioAssay, several laboratories
Bim-Bcl-XL: human Bim-Bcl-XL interaction inhibition; Q07817; Bim peptide-Bcl-XL binding, bead flow cytometry, fluorescence; inhibition, % at 10 µM; 0.04% of 190,000 active
Target sequence (Q07817 whole entry, looked up): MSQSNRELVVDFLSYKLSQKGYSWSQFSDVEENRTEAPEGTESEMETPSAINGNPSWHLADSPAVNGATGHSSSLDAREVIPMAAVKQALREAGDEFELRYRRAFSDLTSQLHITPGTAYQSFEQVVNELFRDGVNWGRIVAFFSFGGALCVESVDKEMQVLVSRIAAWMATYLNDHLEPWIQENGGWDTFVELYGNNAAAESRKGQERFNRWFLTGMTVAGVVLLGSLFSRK
Mcl1-Noxa inh: Mcl-1/Noxa interaction inhibition. 1.5% of 220,000 active. inhibition, % at 21.7 µM. Q07820. TR-FRET Mcl-1/Noxa peptide binding, 2 h;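 active means compounds that cut the protein-peptide binding signal by more than 50% relative to plate controls in a single-dose test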;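 further: His-tagged Mcl-1 with rhodamine Noxa BH3 peptide and terbium anti-His antibody; 0% = Mcl-1 plus Noxa peptide wells and 100% = peptide-only wells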
Bim-Bfl-1: human Bim-Bfl-1 interaction inhibition. Q16548. 0.12% of 190,000 active. Bead-based flow cytometry, Bim-Bfl-1 binding inhibition. inhibition, % at 10 µM;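 further: 0% = wells without compound plus tracer and 100% = blocker peptide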
RGS7-Gao reg: modulates binding of RGS7 to human Galphao; binding response (% of control), % at 10 µM; AID 1439; 0.35% of 220,000 active; Multiplexed bead flow cytometry; actives lie on both sides; in the data active means binding response below about 49% or above about 150%; inconclusive means no clear call, values can overlap the other calls; inactive means in between;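 further: fluorescent Galphao held in activated GDP-AlF4 state binding bead-coupled RGS7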
RGS4-Gao reg: human RGS4-Galphao interaction regulation | Multiplexed bead flow cytometry, RGS4-Galphao binding; actives lie on both sides | binding response (% of control), % at 10 µM | 0.33% of 220,000 active | AID 1415; in the data active means binding response below about 49% or above about 150%; inactive means in between;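 further: fluorescent Galphao activated with aluminum fluoride binding bead-coupled RGS4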
Mcl1 Bid PPI: disrupts binding of human Mcl-1 to Bid peptide; 0.97% of 220,000 active; Q07820; TR-FRET Mcl-1/Bid-Dy647 peptide binding, 1536-well; inhibition, % at 21.7 µM;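 active means compounds that cut the binding signal by more than half at the single screening dose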;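 further: His-tagged Mcl-1 with europium anti-His antibody binding Bid BH3 peptide; 0% = Mcl-1 plus peptide wells and 100% = peptide-only wells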
Bim-Bcl-B: human Bim-Bcl-B interaction inhibition | 0.073% of 190,000 active | bead-based flow cytometry, Bim peptide-Bcl-B binding | AID 951 | Q9HD36 | inhibition, % at 10 µM;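 further: 0% = tracer peptide without compound and 100% = reference inhibitor peptide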
Target sequence (Q9HD36 whole entry, looked up): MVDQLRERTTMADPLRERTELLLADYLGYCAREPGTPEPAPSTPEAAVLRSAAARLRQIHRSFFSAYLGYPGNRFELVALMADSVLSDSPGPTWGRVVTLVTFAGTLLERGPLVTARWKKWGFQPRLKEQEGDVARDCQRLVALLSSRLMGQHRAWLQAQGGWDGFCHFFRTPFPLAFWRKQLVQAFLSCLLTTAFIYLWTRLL
Bim-Mcl-1: human Bim-Mcl-1 interaction inhibition; inhibition, % at 10 µM; 0.1% of 190,000 active; Bead-based flow cytometry, Bim peptide-Mcl-1 binding; AID 1009;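 further: 0% = no compound tracer wells and 100% = peptide blocker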
Bim-Bcl-W: inhibitors of Bim-Bcl-W interaction, human. Q92843. bead-based flow cytometry, Bim peptide-Bcl-W binding. inhibition, % at 10 µM. 0.02% of 190,000 active. AID 952;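 further: 0% = bound tracer without compound and 100% = peptide blocker; higher means less fluorescent Bim peptide bound to Bcl-W beads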
Target sequence (Q92843 whole entry, looked up): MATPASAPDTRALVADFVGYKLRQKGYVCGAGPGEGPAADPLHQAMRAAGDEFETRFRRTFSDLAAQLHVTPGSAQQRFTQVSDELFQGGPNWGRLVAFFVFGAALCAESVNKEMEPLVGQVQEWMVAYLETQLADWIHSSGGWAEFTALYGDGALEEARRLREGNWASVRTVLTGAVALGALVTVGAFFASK
RGS8-Gao reg: regulators of human RGS8-Galphao interaction | 0.34% of 220,000 active | response (percent of control binding), % at 10 µM | multiplexed bead flow cytometry, RGS8-Galphao binding; actives lie on both sides; in the data active means response below about 60% or above about 140%; inactive means in between;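 further: Galphao activated as the GDP aluminium fluoride complex binding bead-coupled RGS8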
Bcl-2 Bim block: disrupts Bim peptide binding to human Bcl-2; P10415; Bead-based flow cytometry, Bim peptide-Bcl-2 binding; inhibition, % at 10 µM; 0.06% of 190,000 active; AID 950; in the data active means inhibition above about 40%; inconclusive means no clear call, values can overlap the other calls;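 further: 0% = no compound wells with probe peptide and 100% = reference peptide inhibitor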
Target sequence (P10415 whole entry, looked up): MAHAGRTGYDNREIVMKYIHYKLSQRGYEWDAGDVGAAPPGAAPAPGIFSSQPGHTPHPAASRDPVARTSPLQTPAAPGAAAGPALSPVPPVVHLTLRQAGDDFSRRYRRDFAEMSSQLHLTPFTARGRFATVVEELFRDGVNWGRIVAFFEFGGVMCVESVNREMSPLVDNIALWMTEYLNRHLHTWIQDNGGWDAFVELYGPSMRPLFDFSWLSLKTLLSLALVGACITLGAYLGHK
* marks the source's active call; other numbers are inactive results; ? = inconclusive; . = no result given. Unless noted, no stated cut-off is given here; in the data, active means inhibition above about 40%. Compounds were not picked by outcome; any-hit rate near 2.7%.

Bim-Bcl-XL	Mcl1-Noxa inh	Bim-Bfl-1	canonical_smiles	RGS7-Gao reg	RGS4-Gao reg	Mcl1 Bid PPI	Bim-Bcl-B	Bim-Mcl-1	Bim-Bcl-W	RGS8-Gao reg	Bcl-2 Bim block
-2	1	-6	CCOC(=O)N1CCN(C(=O)/C=C/c2c(C)nn(-c3ccc(F)cc3)c2Cl)CC1	96	94	-4	-5	-5	-6	98	-4
0	7	-5	Cc1ccccc1C(=O)OC1OC(=O)C(Cl)=C1Nc1ccc(C(=O)O)cc1 (centres undefined)	102	103	-5	-5	2	-4	103	0
-7	10	-8	COC(=O)c1sc2nc(CN3CCOCC3)nc(N3CCOCC3)c2c1C	106	112	-2	-6	1	0	101	-5
-4	0	-4	Cc1ccccc1NC(=O)C(=Cc1ccc(C(=O)O)cc1)C(=O)Nc1ccccc1C	93	98	-54	-1	0	-1	98	-3
-4	8	-8	CCOC(=O)CCP(=O)(O)C(O)(c1ccccc1)c1ccccc1	.	.	-12	-6	0	5	.	-7
.	41	.	Cn1nnc(NC(=S)NC(=O)/C=C/c2ccco2)n1	?	104	-61	.	.	.	102	.
-5	2	-6	CC(C)(C)c1ccc(-c2nnc(SCC(=O)O)n2N)cc1	99	99	-28	-14	-2	-5	100	-8
.	6	.	COc1cc(CCCN2C(N)=NC[C@@H]2Cc2ccccc2)cc(OC)c1OC	?	103	5	.	.	.	99	.
-1	1	-10	CCOC(=O)c1cncc(C(=O)O)c1	104	102	-17	-6	0	0	102	-2
-2	0	-2	CCCCOc1cc(=O)[nH]c(=O)[nH]1	99	99	-28	-8	-1	-3	102	-3
-5	-16	0	COCCCNC(=O)C(=O)NC1CCCCCC1	101	105	0	-8	-3	-6	110	-5
0	5	-4	CCc1nc(SCc2ccccn2)[nH]c(=O)c1C	104	104	-15	0	-1	-2	102	-4
-7	-5	-14	COC(=O)[C@H](C)NC(=O)Nc1ccc(OC)c(OC)c1	105	105	2	-10	-2	0	105	-13
0	10	-5	Nc1nc(SCC(=O)Nc2ncc(C(F)(F)F)cc2Cl)n[nH]1	99	102	-20	0	0	1	99	1
0	-5	0	COCCNC(=O)C(=O)NCCN1CCOCC1	102	106	-9	0	-1	-3	103	15
-15	-4	0	CCOC(=O)N1CCN(CC(=O)c2c[nH]c3ccc(F)cc23)CC1	103	101	0	-1	-3	-9	102	0
-4	5	-17	O=C(Cc1cccs1)N1CCCC(c2nc3c(nnn3Cc3ccc(F)cc3)c(=O)[nH]2)C1 (centres undefined)	100	99	-7	-6	0	-1	100	-7
0	40	9	Cc1cc(-c2n[nH]c(=S)n2/N=C/c2ccc(C)s2)n[nH]1	107	103	-75	-31	-6	1	101	6
.	10	.	O=C(O)/C(=C\c1ccccc1)c1ccccc1	?	104	-1	.	.	.	102	.
20	4	14	CCCCCCCCNC(=O)c1cccnc1SCC(=O)Nc1ccccc1OC	103	106	-3	31	15	23	107	13
-1	4	-4	CC(NC(=O)c1cc(F)c(F)cc1Cl)c1ccncc1 (centres undefined)	96	101	-3	-4	1	0	100	-2
0	14	-3	CN(CC(=O)NCCc1ccccc1)S(=O)(=O)c1ccc(Br)cc1	101	101	-2	-1	0	-1	100	0
-5	4	-17	CNC(=O)/C(=N\O)c1ccccc1	101	98	-1	-5	0	0	98	-11
-2	10	-5	CC(C(=O)OCC(=O)Nc1cccc(S(=O)(=O)N(C)C)c1)N1C(=O)c2ccccc2C1=O (centres undefined)	?	101	-17	-6	-2	-3	100	-5
-3	-80	1	Cc1cccc(NC(=S)NNC(=O)c2nn(C)cc2Cl)c1	109	103	-138	-18	-4	-1	101	-1
0	26	-3	CN(C)/C=C/C(=O)c1ccc(-c2ccc(Cl)cc2Cl)o1	100	101	-16	-6	-1	0	99	-2
-8	4	-1	O=C(Nc1cccc(F)c1)c1ccccc1-c1ccccc1	98	99	-48	-4	-2	-7	98	-8
-2	26	-1	O=C1OCC(c2ccccc2)=C1c1ccc(S(=O)(=O)N2CCOCC2)s1	101	96	8	-2	3	-1	98	-3
3	-5	-11	CC(=O)c1sc(NC(=O)C=C(C)C)nc1C	96	97	10	-3	0	0	99	-6
-3	18	-18	COCCCNC(=O)c1ccc(N2CCCC2)c(NS(=O)(=O)c2ccc(C)cc2)c1	100	101	-7	-6	0	0	101	-10
1	13	-9	COc1ccccc1S(=O)Cc1ccc(C(=O)NCCc2ccc(Cl)cc2)o1 (centres undefined)	89	99	-3	-3	1	2	102	-2
.	18	.	CC(C)c1nc(Cl)c(C#N)c2c1CCC2	?	106	-2	.	.	.	102	.
0	3	-2	O=C(c1cc(-c2ccccc2)nc2ccccc12)N1CCOCC1	101	100	-1	1	1	0	101	1
-2	-6	6	CCOC(=O)c1ccccc1C(=O)N1CCOCCOCCOCC1	101	101	-11	0	-6	-4	104	0
-4	-1	-16	CCOc1ccc(C(CC(=O)O)NC(=O)c2ccco2)cc1OC (centres undefined)	95	101	-25	-6	-1	0	99	-9
1	-3	-11	O=C1c2ccccc2C(=O)N1CCCCSc1nnc(-c2ccc(OC(F)F)cc2)o1	103	98	9	-8	-1	-2	101	-8

Structural class, the compounds so far with two or more sulfur atoms.
Bim-Bcl-XL	Mcl1-Noxa inh	Bim-Bfl-1	canonical_smiles	RGS7-Gao reg	RGS4-Gao reg	Mcl1 Bid PPI	Bim-Bcl-B	Bim-Mcl-1	Bim-Bcl-W	RGS8-Gao reg	Bcl-2 Bim block
0	40	9	Cc1cc(-c2n[nH]c(=S)n2/N=C/c2ccc(C)s2)n[nH]1	107	103	-75	-31	-6	1	101	6
-2	26	-1	O=C1OCC(c2ccccc2)=C1c1ccc(S(=O)(=O)N2CCOCC2)s1	101	96	8	-2	3	-1	98	-3

(more compounds)
Bim-Bcl-XL	Mcl1-Noxa inh	Bim-Bfl-1	canonical_smiles	RGS7-Gao reg	RGS4-Gao reg	Mcl1 Bid PPI	Bim-Bcl-B	Bim-Mcl-1	Bim-Bcl-W	RGS8-Gao reg	Bcl-2 Bim block
0	-1	0	CCN(CC(=O)NC1CCS(=O)(=O)C1)S(=O)(=O)c1ccc(C)c(C)c1 (centres undefined)	101	105	-8	-5	-2	-1	105	1
-11	5	-15	CCOC(=O)c1c(C)n(CCNC(C)=O)c2ccc(O)cc12	102	93	-7	-11	-8	-4	97	-13
-6	11	-3	CC(=O)N1CCc2ccc(S(=O)(=O)N3CCc4ccccc43)cc21	104	100	-15	29	0	-3	102	0
0	7	-13	CCOc1ccccc1NC(=O)Nc1cccc(C(C)=O)c1	95	98	-24	-15	-37	4	100	-13
-2	-4	-6	Cc1onc(-c2ccccc2Cl)c1C(=O)NC(=S)Nc1ccccc1F	?	99	-19	-8	-2	-1	100	-2
-3	0	-7	CCCCc1nnc(NC(=O)COC)s1	?	103	-41	-4	-1	-2	103	-1
14	18	2	O=c1c2ccccc2nc2c3ccccc3c(NCc3ccco3)nn12	98	100	-7	8	3	6	98	0
-7	-3	-12	Cc1ccc(Cn2cc(S(=O)(=O)c3ccc(Cl)cc3)c(=O)c3cc(F)ccc32)cc1	99	99	13	-7	0	-5	101	-3
-5	-1	-8	O=C(Nc1ccccc1)N(CCCN1CCOCC1)Cc1cccs1	90	95	-18	-12	-1	-1	99	-7
-13	13	-11	COc1ccc(N2CCN(C(=O)CSc3nnc4c(C)cc5c(C)cc(C)cc5n34)CC2)cc1	101	98	10	-12	0	-1	103	-8
-1	1	0	COc1cc(/C=N/NC(=O)c2cc(-c3ccccc3OC(C)C)nc3ccccc23)ccc1O	100	100	-67	-3	0	0	102	-3
-4	13	2	N#Cc1cc(C(=O)c2ccccc2O)cn(-c2ccc(Cl)cc2)c1=O	99	112	-10	-2	1	-2	102	0
-3	6	-7	C/C(=N\NC(=O)CN(c1ccccc1)S(C)(=O)=O)c1ccccc1O	?	91	-8	-3	-2	0	94	-9
7	-2	-9	CCOc1ccc(-n2c(C)nnc2SCC(=O)N(CC)CC)cc1	106	103	6	-5	0	3	103	-5
-4	36	3	O=C1C=C(O)C(n2cncn2)C(c2cc(F)ccc2F)C1 (centres undefined)	?	100	-19	4	-5	-5	101	-3
-3	-14	-5	O=C(COC(=O)C1CCC(=O)N1)Nc1cc(Cl)ccc1Cl (centres undefined)	95	100	-18	-5	0	-5	97	-2
-4	21	-2	COc1c(Cl)ccc(Cl)c1C(=O)OCC(=O)O	100	99	2	-2	-1	-2	102	-10
.	5	.	COc1cc(/C=C/c2noc(-c3ccccc3O)n2)ccc1OC(C)=O	?	100	-27	.	.	.	101	.
0	0	-2	CC(=O)c1sc(NC(=O)c2ccc(C)cc2)nc1C	109	109	-12	-2	0	-4	109	-3
-2	27	-2	Oc1ccccc1CN1CCC(C(O)(c2ccccc2)c2ccccc2)CC1	90	93	2	-4	-1	-3	102	-1
-4	8	-7	CCCC(=O)Nc1ccc(C(=O)NCC(=O)OCC)cc1	98	100	-8	-3	1	-3	103	-5
-5	-2	-6	CC1CC(C)(C)NC(=S)N1CC(=O)N1CCN(Cc2ccc3c(c2)OCO3)CC1 (centres undefined)	?	100	-36	-3	0	-4	98	-3
-3	-2	-2	COc1ccc(C2C(=O)N(C3CCCCC3)CC(=O)N2C2CCCC2)cc1 (centres undefined)	102	100	-13	-2	-2	0	100	0
-2	2	-1	CCOC(=O)c1sc(NC(=O)CSc2nc3c(c(=O)n2-c2ccccc2)SCC3)c(C(=O)OCC)c1C	114	112	-4	-2	-1	-4	108	-3
.	-10	.	NC(=O)c1cccnc1Oc1ccccc1	?	83	-8	.	.	.	88	.
